IMP-1 inh = IMP-1 metallo-beta-lactamase inhibitors, primary screen, biochemical, epi-absorbance readout, Pseudomonas aeruginosa enzyme | metallo-beta-lactamase IMP-1 (Pseudomonas aeruginosa) | purified IMP-1, nitrocefin hydrolysis, epi-absorbance fluorescence | inhibition, % at 5.6 µM | 0.45% of 290,000 active | AID 1556, 2009;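 active = inhibition above the mean plus 3 SD of all compounds in the same screening run, cut at about 4.5% in these data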;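 note: 0% = IMP-1 with DMSO and 100% = DMSO wells lacking enzyme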
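System: purified IMP-1; amount: IMP-1 0.2 nM before substrate addition; compound: single dose, 5.6 µM; times: 25 °C, 15 min preincubation, 25 min reaction; signal: Epi-absorbance via hydrolysed-nitrocefin quenching of white-plate fluorescence, 480/530 nm, EDTA stop; benchmarks: DMSO with and without IMP-1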
PfM18AAP inh = PfM18AAP inhibitors, malaria aminopeptidase, primary screen, biochemical, QFRET, recombinant enzyme | M18 aspartyl aminopeptidase (Plasmodium falciparum 3D7) | H-Glu-NHMec fluorogenic cleavage | inhibition, % at 7.35 µM | 1.2% of 290,000 active | AID 1822, 2009;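 active = inhibition above the campaign mean inhibition over all tested compounds plus 3 SD, cut at about 28% in these data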;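 note: 0% = plate median of test compound wells and 100% = 2 mM ZnCl2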
MEKK2mut PB1 HTS = MEK5 binding signal on mutant MEKK2 PB1, primary screen, biochemical, multiplex bead flow cytometry, Alexa488-MEK5. Alexa488-MEK5 binding to MEKK2 mutant. percent response, % at 10 µM. 0.35% of 290,000 active. AID 1530, 2009; in the data active = percent response above about 24%, passing the limit was not always enough; note: inactives centre near 1; some results filed as inactive read as strong as hits
UBC9 SUMO inh = inhibitors of in vitro SUMOylation cascade, primary screen, biochemical, HTRF, uHTS; SUMO-conjugating enzyme UBC9 (Homo sapiens), P63279; HTRF SUMOylation assay, SAE1/SAE2 + UBC9; inhibition, % at 35 µM; 0.36% of 290,000 active; AID 2006, 2009; in the data active = inhibition above about 50%, passing the limit was not always enough; note: strong numbers were not always called active
Target sequence (P63279 whole entry, looked up): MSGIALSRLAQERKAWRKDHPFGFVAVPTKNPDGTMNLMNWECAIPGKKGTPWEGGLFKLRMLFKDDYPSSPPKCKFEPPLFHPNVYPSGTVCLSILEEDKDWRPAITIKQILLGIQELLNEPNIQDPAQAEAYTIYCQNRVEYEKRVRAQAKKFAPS
MEKK2wt PB1 HTS = modulators of MEK5 binding to wildtype MEKK2, primary screen, biochemical, multiplex bead flow cytometry, Alexa488-MEK5. Mitogen-activated protein kinase kinase kinase 2 (Homo sapiens), Q9Y2U5. Alexa488-MEK5 binding to MEKK2 WT; actives lie on both sides. binding response (% of control), % at 10 µM. 1.1% of 290,000 active. AID 1531, 2009; in the data active = binding response below about 67% or above about 130%
NALP1 yeast inh = NALP1 inflammasome inhibitors in reconstituted yeast, colorimetric, S. cerevisiae, triplicate retest | inhibition, % at 10 µM | 0.61% of 280,000 active | S. cerevisiae NALP1/ASC/caspase-1 growth, X-gal OD620, 72 h; in the data active = inhibition mostly above about 24%, no sharp cut-off; inactive = mostly below about 32%; note: some compounds called inactive have numbers as strong as hits
VIM-2 inhibitor = VIM-2 metallo-beta-lactamase inhibitors, primary screen, biochemical, epi-absorbance readout, Pseudomonas aeruginosa enzyme; inhibition, % at 5.6 µM; 0.89% of 290,000 active; purified VIM-2, nitrocefin hydrolysis, epi-absorbance fluorescence;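 active = inhibition above the mean of all tested compounds plus 3 SD, cutoff set per screening run, cut at about 7.5% in these data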;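 note: red hydrolysis product quenches plate fluorescence so inhibitors raise well fluorescence; 0% = enzyme with DMSO and 100% = DMSO without enzyme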
NS3 helicase inh = inhibitors of HCV NS3 helicase, primary screen, biochemical, Cy5 molecular beacon fluorescence. NS3 helicase DNA unwinding. AID 1800, 2009. Hepatitis C virus NS3 helicase. inhibition, % at 10.9 µM. 0.56% of 290,000 active;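 active = inhibition above the mean of all tested compounds plus 3 SD, set per campaign, cut at about 35% in these data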;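 note: 0% = DMSO wells and 100% = thioflavine S control wells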
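System: HCV NS3 helicase fragment; control set: DMSO and thioflavine S; technique: Cy5 fluorescence at 0 and 60 min, beacon hairpin quenching; reagent: beacon DNA duplex substrate plus ATP; replicates: singlicate; schedule: 1 h reaction at 25 °C, ATP-initiated; medium: MOPS buffer pH 6.5 with MgCl2, DTT, Tween20, BSA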
FID counter = compounds displacing fluorescent DNA intercalator, primary screen, artefact control for HCV NS3 helicase inhibitor project, biochemical, FID fluorescence | DNA fluorescent intercalator displacement | inhibition, % at 7.9 µM | 0.17% of 290,000 active | AID 1845, 2009; in the data active = inhibition above about 37%;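 note: 0% = vehicle and 100% = reference compound; higher means more ethidium bromide displaced from hairpin DNA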
* = called active by the depositor; / = not tested or not shown.

SMILES	IMP-1 inh	PfM18AAP inh	MEKK2mut PB1 HTS	UBC9 SUMO inh	MEKK2wt PB1 HTS	NALP1 yeast inh	VIM-2 inhibitor	NS3 helicase inh	FID counter
O=C(NCCCCc1ccccc1)C1CC(c2ccccc2[N+](=O)[O-])=NO1 (centres undefined)	-1.1	-7	5	8	105	2	-4.9	-5	-15
O=C(CCC(=O)N1CCOCC1)c1ccc(F)cc1	-4.0	0	8	-9	105	-2	-0.9	0	-3
CC(NC(=O)c1ccncc1)c1ccccc1 (centres undefined)	-2.1	-1	-1	8	96	12	-0.3	1	-2
Cc1cc(=O)oc2c3c(cc(OCC(=O)Nc4cccnc4)c12)OC(C)(C)CC3	-3.8	4	7	3	105	-6	6.8	-4	-14
COc1ccc(OCCCN2CCCCCC2)cc1	-3.1	0	3	8	116	4	-1.9	-9	0
O=C(Nn1c(SCc2cccc([N+](=O)[O-])c2)nc2ccccc2c1=O)c1ccccc1	-0.1	-2	-3	-12	94	28	-1.5	-2	1
O=C(Nc1ccc(F)cc1)C1CCN(C(=O)NCc2ccccc2)CC1	-2.8	-6	-7	-1	97	10	0.6	0	-8
CCc1ccc(C(=O)NN(C(=O)c2ccc(CC)cc2)C(C)(C)C)cc1	-4.3	-7	-3	7	99	34	-3.8	-5	-22
O=C(c1ccc(N2CCCC2=O)cc1)N1CCOCC1	-1.0	1	5	-8	110	32	-3.1	0	0
Cc1ccc(C(=O)N(Cc2nc3ccccc3c(=O)[nH]2)C2CCCC2)cc1	-3.0	-3	-1	-8	93	-7	-2.0	-10	-22
CC(C)Cc1nnc(NC(=O)CN2C(=O)c3ccccc3C2=O)s1	-4.3	-7	-1	-13	98	4	-3.0	-6	-14
O=C1N(c2ccc(Cl)cc2)C(c2ccc(Cl)cc2)N2CCCN12 (centres undefined)	-3.2	2	2	-5	105	31	-1.3	-3	-9
O=C1CC(c2ccccc2)CC(O)=C1C=Nc1ccc(Cl)cc1 (centres undefined)	-2.4	7	-1	17	96	11	-4.1	9	-12
CCN(CC)c1ccc(/C=C(/C#N)c2nc3ccc(C)cc3[nH]2)c(OC(C)C)c1	2.8	3	95*	-15	78	19	4.6	-14	-10
CCN(CC)C(=O)CN(c1cc(Cl)ccc1OC)S(=O)(=O)c1ccc(C)c([N+](=O)[O-])c1	-1.3	-13	-5	0	93	35	0.3	-5	-27
COc1ccc(N=Cc2c(O)c3ccccc3n2C(C)=O)cc1	-4.0	5	-20	8	81	-4	-2.5	7	0
COc1ccc2[nH]c3c(Cl)ncnc3c2c1	-2.2	-3	9	5	101	27	1.0	1	0
CCSC1=C(C#N)C(c2ccc(OC)c(OC)c2)CC(=O)N1 (centres undefined)	-3.5	8	2	-2	101	12	-1.5	-3	-2
Fc1ccc(C2CCCN2Cc2nc(Cc3ccccc3F)no2)cc1 (centres undefined)	-3.7	1	0	-13	95	24*	-4.0	-1	-6
COc1ccc(/C=N/Nc2cc(C)nc(N3CCOCC3)n2)c(OC)c1	-2.6	2	7	-4	104	4	-2.6	-6	-8
Cc1cccc(C)c1NC(=O)Cn1c(=O)n(CCCC(=O)NCc2ccco2)c(=O)c2sccc21	-4.0	4	-1	38	96	6	-2.5	3	-5
Cc1nn(Cc2cccc(C(=O)NCC(C)C)c2)c(C)c1Br	-0.5	-2	5	18	103	6	-1.3	6	-31
CCC1CCC(NC(=O)Nc2cccc(OC)c2)CC1 (centres undefined)	-4.4	4	-11	1	90	-2	-4.8	1	-2
Cc1ccc(C(=O)C(OC(=O)CNC(=O)c2ccc(Cl)cc2)c2ccccc2)cc1 (centres undefined)	-2.4	2	-2	-11	99	5	-1.8	-11	-12
O=C(O)Cc1ccc(C(=O)c2ccccc2F)s1	4.3	2	/	-12	/	-2	0.7	9	-3

Molecules above with a cyano group, in the order listed:
SMILES	IMP-1 inh	PfM18AAP inh	MEKK2mut PB1 HTS	UBC9 SUMO inh	MEKK2wt PB1 HTS	NALP1 yeast inh	VIM-2 inhibitor	NS3 helicase inh	FID counter
CCN(CC)c1ccc(/C=C(/C#N)c2nc3ccc(C)cc3[nH]2)c(OC(C)C)c1	2.8	3	95*	-15	78	19	4.6	-14	-10
CCSC1=C(C#N)C(c2ccc(OC)c(OC)c2)CC(=O)N1 (centres undefined)	-3.5	8	2	-2	101	12	-1.5	-3	-2

The listing picks up, repeating the three entries before the break.
SMILES	IMP-1 inh	PfM18AAP inh	MEKK2mut PB1 HTS	UBC9 SUMO inh	MEKK2wt PB1 HTS	NALP1 yeast inh	VIM-2 inhibitor	NS3 helicase inh	FID counter
CCC1CCC(NC(=O)Nc2cccc(OC)c2)CC1 (centres undefined)	-4.4	4	-11	1	90	-2	-4.8	1	-2
Cc1ccc(C(=O)C(OC(=O)CNC(=O)c2ccc(Cl)cc2)c2ccccc2)cc1 (centres undefined)	-2.4	2	-2	-11	99	5	-1.8	-11	-12
O=C(O)Cc1ccc(C(=O)c2ccccc2F)s1	4.3	2	/	-12	/	-2	0.7	9	-3
COc1cc(Br)cc2cc(C(=O)NCC3CCCO3)c(=O)oc12 (centres undefined)	-2.9	-7	-2	-24	98	5	-0.5	2	-3
O=CN1CCN(C(=S)NC(=O)c2ccc(Cl)cc2)CC1	-2.2	7	6	3	107	12	-4.7	1	-3
COC(=O)CCCNC(=O)OCc1ccc([N+](=O)[O-])cc1	-2.9	4	1	0	107	/	-1.2	2	2
CCOc1ccc(S(=O)(=O)N(CC)CC)cc1NC(=O)c1ccc(N2CCCC2=O)cc1	-4.0	3	8	3	103	10	-2.2	0	-47
COC(=O)c1ccc(C2C(C(=O)c3cc4ccccc4o3)=C(O)C(=O)N2CCCN(C)C)cc1 (centres undefined)	-2.6	-2	10	13	110	-3	-2.0	5	-12
CCc1nnc(SCC(=O)NC2CC2)n1CC	-1.1	-5	-2	2	103	14	-1.2	9	-3
Cc1ccc(-c2noc(CN(C)C(=O)c3ccoc3C)n2)cc1	-3.3	5	2	-27	104	18	-3.5	2	-19
CCCCC(=O)NC(c1ccccc1)c1ccc2cccnc2c1O (centres undefined)	-4.0	-7	4	-12	108	-5	-2.1	26	-30
Cn1c(=O)c2c(ncn2CC(=O)OCC(=O)Nc2ccccc2Cl)n(C)c1=O	-1.5	-6	10	-6	101	22	-2.4	-3	2
Cn1c(Cc2ccccc2)nnc1SCC(=O)NC1CCCCC1	-1.8	-2	16	4	110	9	0.1	1	-7
CCOC(=O)c1csc(NC(C)=O)n1	-2.4	-1	-15	-25	93	20	-2.5	12	-8
CCC(CO)NCc1ccc(OCC(O)c2ccccc2)c(OC)c1 (centres undefined)	-3.0	-9	10	-2	117	-2	-1.3	5	11
O=c1c2[nH]c3ccccc3c2ncn1Cc1cccnc1	-2.1	1	-2	3	95	-5	-2.0	3	2
O=C1NC(c2ccc(Br)cc2)Oc2ccccc21 (centres undefined)	-2.9	-9	8	5	108	-31	-3.0	-1	-11
Cc1cc(C)c(-c2c(O)c3c(n(C)c2=O)CC(C)(C)CC3=O)c(C)c1	-5.3	-5	-2	0	95	13	-3.6	-7	-20
Cc1cccn2c(CNC3CCCc4ccccc43)c(C(=O)N3CCCCC3)nc12 (centres undefined)	-0.7	12	-1	9	97	7	-4.0	-17	3
Cn1cc(CN2CCCC(CO)(Cc3ccccc3)C2)c2ccccc21 (centres undefined)	-1.6	-1	14	20	124	5	-0.8	-12	16
CCc1nnc(NC(=O)CSc2nnc(CNC(=O)c3cc(OC)c(OC)c(OC)c3)o2)s1	-3.9	41*	-3	14	103	27	-5.6	4	-55
CCCCNC(=S)Nc1ccc([N+](=O)[O-])cc1	-2.3	6	-1	3	106	48	-4.1	-8	1
COc1ccc(S(=O)(=O)NCc2cccnc2)cc1OC	-6.5	-3	2	22	101	10	-3.7	7	-2
Cc1ccsc1/C=C1\Oc2cc(OCC(=O)c3ccccc3)ccc2C1=O	-3.7	-8	9	14	99	28	-2.4	6	-4
S=C(Nc1ccccc1)Nc1ccc(Cl)cn1	-3.5	2	-11	17	91	14	-4.1	3	-9
COc1ccc(S(=O)(=O)N(CCc2ccccc2)CC(=O)NC(C)C)cc1	-4.5	-5	3	8	102	12	-3.5	-3	-21
Cc1nc2ccc(NC(=O)NCCCO)cc2s1	-1.2	-4	7	19	106	11	-0.2	-4	-8
Cn1c(=O)[nH]c(=O)c2c1nc(Br)n2CCSc1nc2ccccc2o1	0.2	0	2	18	101	8	0.7	1	0
(more compounds)
SMILES	IMP-1 inh	PfM18AAP inh	MEKK2mut PB1 HTS	UBC9 SUMO inh	MEKK2wt PB1 HTS	NALP1 yeast inh	VIM-2 inhibitor	NS3 helicase inh	FID counter
CCn1c(SCC(=O)NCc2ccc3c(c2)OCO3)nnc1-c1cccs1	-3.5	1	6	-2	99	13	-1.2	5	-15
CC(C(=O)NCc1ccccc1)N1C(=O)c2ccccc2C1=O (centres undefined)	-1.5	-7	-1	1	101	15	1.6	11	-2
Cc1nc(-c2cccnc2)sc1C(=O)Nc1ccc(F)cc1F	-1.9	-3	1	13	103	-9	-2.0	3	0
COc1ccc(NC(=O)CN2CCN(Cc3ccc4c(c3)OCO4)CC2)cc1OC	-3.1	2	-1	9	99	3	-1.9	2	2
COC(=O)CNC(=O)C1CCCN1C(=O)CNC(=O)OCc1ccccc1 (centres undefined)	-1.2	-10	-1	21	98	7	-0.6	3	-6
CCC(C)c1ccc(NC(=S)NCCn2cc(Br)cn2)cc1 (centres undefined)	-3.8	1	-3	11	96	11	-5.7	-3	-20
COC(=O)CNc1nc(Cl)nc(N2CCC(C)CC2)n1	-1.8	-16	-2	14	97	/	-3.8	-11	0
CC(C)(C)C(=O)NC(=S)Nc1ccc(Cc2ccncc2)cc1	7.7*	-7	0	15	104	20	2.0	0	-31
Cc1ccc(NC(=O)COc2ccc3oc4c(c3c2)CCCC4)nc1	1.2	-5	10	23	114	16	0.9	-5	0
O=[N+]([O-])c1cccc(-c2nc(-c3cccs3)c(-c3cccs3)[nH]2)c1	0.2	-11	/	-5	/	2	-1.7	-2	12
Cc1sc2nc(CN3CCOCC3)nc(N3CCC(C(N)=O)CC3)c2c1C	-2.1	-4	1	/	102	/	-2.2	-10	-13
O=[N+]([O-])c1ccc(/C=N\NS(=O)(=O)c2ccc(F)cc2)o1	-1.5	14	-8	4	95	22	-1.7	3	2
Cn1nc(C(=O)N2CCN(c3ccc(F)cc3)CC2)c2c1-c1ccccc1S(=O)(=O)C2	-0.3	-9	4	/	105	17	-1.7	3	-27
CC(C)N(C(=O)CSc1nnnn1-c1ccc2c(c1)OCO2)C(C)C	-2.6	3	-6	20	92	12	-3.7	-6	-20
Cc1cc(C)cc(NC(=O)Cn2nnc(C(=O)NCc3ccccc3Cl)c2N)c1	-3.5	2	-2	-5	97	-15	-4.0	-6	-16

Screening results (PubChem)
